Screening data deposited in PubChem by several laboratories.
DUSP1 inh = human dual specificity phosphatase 1 inhibition; P28562; recombinant MKP-1, OMFP hydrolysis fluorescence; inhibition, %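 (compounds tested at a single concentration somewhere between 10 and 100 µM)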; 0.15% of 65,000 active; AID 374;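 active = inhibition above about 50%, limit read from the data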;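 also: 0% = DMSO max control wells and 100% = wells with enzyme stopped by NaOH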
Target sequence (P28562 whole entry, looked up): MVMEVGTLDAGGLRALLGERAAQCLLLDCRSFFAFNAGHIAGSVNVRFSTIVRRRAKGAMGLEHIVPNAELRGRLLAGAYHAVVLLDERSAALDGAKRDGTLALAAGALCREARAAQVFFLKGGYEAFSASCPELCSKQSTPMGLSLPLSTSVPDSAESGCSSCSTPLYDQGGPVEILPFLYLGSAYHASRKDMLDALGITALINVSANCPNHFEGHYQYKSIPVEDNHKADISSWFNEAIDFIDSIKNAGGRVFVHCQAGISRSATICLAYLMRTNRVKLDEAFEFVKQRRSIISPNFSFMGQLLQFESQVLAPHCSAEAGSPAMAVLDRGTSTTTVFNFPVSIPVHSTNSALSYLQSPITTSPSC
CatL block = inhibitors of human cathepsin L. P07711. purified cathepsin L, fluorogenic substrate, fluorescence. inhibition, %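 (tested at 10 µM)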. 0.17% of 58,000 active. AID 460; in the data active = inhibition above about 45%;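 also: 0% = enzyme with no compound and 100% = no enzyme blank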
Target sequence (P07711 114-288 limits assumed): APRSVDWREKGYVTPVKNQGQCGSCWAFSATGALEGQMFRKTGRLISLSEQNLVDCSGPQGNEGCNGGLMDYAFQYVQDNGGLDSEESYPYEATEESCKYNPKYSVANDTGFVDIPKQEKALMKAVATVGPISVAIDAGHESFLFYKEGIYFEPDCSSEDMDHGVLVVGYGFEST
Target sequence (P07711 292-333 limits assumed): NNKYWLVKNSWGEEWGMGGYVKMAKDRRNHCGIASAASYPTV
C1s block = blocks human complement C1s protease activity; 0.16% of 62,000 active; mean inhibition % of two 10-compound mixtures (stronger effect = higher value), % at 5 µM (by protocol); purified C1s, fluorogenic AMC substrate, pooled mixtures;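 active = inhibition above 20% in each of the two 10-compound mixture wells holding the compound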;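 also: 0% = enzyme wells lacking compound mixture and 100% = no-enzyme blank wells; some compounds called inactive have numbers as strong as hits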
FXIa inh mix = inhibitors of human coagulation factor XIa, pooled mixtures | P03951 | purified FXIa, fluorogenic substrate | inhibition, % at 5 µM | 0.19% of 62,000 active;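 also: each value is inhibition by a whole ten-compound pool holding the compound; 0% = enzyme with no mixture and 100% = wells lacking enzyme; strong numbers were not always called active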
Cdc25B inh = human M-phase inducer phosphatase 2 inhibition | P30305 | recombinant Cdc25B, OMFP fluorescence Ex485/Em525 | inhibition, %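 (compounds tested at 10 µM final in the well)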 | 0.1% of 65,000 active; in the data active = inhibition above about 50%
HTR1A agonist = activates the human 5-HT1a serotonin receptor | CHO 5-HT1a Ga15 NFAT-bla reporter, FRET ratio; 0% basal, 100% maximal reference agonist | AID 567 | 0.56% of 65,000 active | activation, % at 10 µM;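 active = activation above the screen-wide mean activation plus 3 SD, cut at about 19% in these data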;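 also: 0% = DMSO wells and 100% = 5-CT at EC100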
Hsp90 inh = displaces geldanamycin probe from tumor Hsp90 | P07900 | NCI-N417 lysate Hsp90, Cy3B-geldanamycin FP displacement | inhibition, % at 30 µM | 0.35% of 64,000 active | AID 429;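 active = inhibition above 50%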;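 also: 0% = tracer plus lysate wells and 100% = tracer alone without lysate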
CatG inh = cathepsin G (human) inhibition; P08311; purified enzyme, AMC-tetrapeptide fluorescence, pooled mixtures; inhibition, % at 5 µM (by protocol); 0.2% of 62,000 active; AID 581;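 active = inhibition above 20% in each of the two mixture wells holding the compound; inactive = inhibition of 20% or less in either well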;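 also: 0% = enzyme control without mixture and 100% = blank lacking enzyme; strong numbers were not always called active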
Target sequence (P08311 21-244 limits assumed): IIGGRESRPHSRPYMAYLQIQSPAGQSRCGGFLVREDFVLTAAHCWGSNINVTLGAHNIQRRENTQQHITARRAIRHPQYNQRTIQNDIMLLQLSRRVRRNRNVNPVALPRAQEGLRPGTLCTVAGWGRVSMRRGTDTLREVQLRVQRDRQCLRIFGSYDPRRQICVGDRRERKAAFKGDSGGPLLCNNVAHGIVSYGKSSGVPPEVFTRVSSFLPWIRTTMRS
FXIIa inh mix = inhibitors of human coagulation factor XIIa, pooled mixtures; P00748; purified FXIIa, fluorogenic substrate; inhibition, % at 5 µM; 0.2% of 62,000 active; AID 684;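 also: 0% = enzyme without compound and 100% = no enzyme blank; some results filed as inactive read as strong as hits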
Starred values were filed as active, the others as inactive; / = not tested or not shown. Rule as the data show it, unless noted: active = inhibition above about 20% (passing the limit was not always enough); inactive = the rest.

Structure	DUSP1 inh	CatL block	C1s block	FXIa inh mix	Cdc25B inh	HTR1A agonist	Hsp90 inh	CatG inh	FXIIa inh mix
O=C(COc1ncnc2ccccc12)NCCC1=CCCCC1	4	-6	-24	2	1	0.9	-2	-11	-22
CCCOc1ccc(N2CC(C(=O)Nc3ccc4c(c3)OCO4)CC2=O)cc1 (configuration not stated)	1	-2	11	8	-9	0.5	-2	4	0
Cc1nc(P(=O)(c2ccccc2)c2ccccc2)c(N2CCOCC2)o1	4	16	-37	-7	-13	-1.1	-4	3	-19
COc1ccc(-c2nc(CSCC(=O)NCc3ccco3)c(C)o2)cc1	40	9	-9	17	-8	-1.3	-2	3	9
CN1C(=O)CC(N2CCN(C(=O)CN3CCCC3)CC2)C1=O (configuration not stated)	5	5	-1	4	-1	-4.3	2	-2	11
COc1cccc(-n2c(SC)nnc2-c2c[nH]c3ccccc23)c1	6	/	-4	8	0	0.3	-2	-2	10
O=C1CCCN1c1ccc(CNS(=O)(=O)c2ccc(F)cc2)cc1	-7	0	0	9	-5	0.7	0	1	5
CCc1nnc(NC(=O)c2ccc(S(=O)(=O)N(CC(C)C)CC(C)C)cc2)o1	-8	19	25	17	3	-1.4	0	14	25
COc1ccc(OC)c(S(=O)(=O)N2CCC(C(=O)NC(C)c3ccccc3)CC2)c1 (configuration not stated)	10	13	1	8	-9	2.7	-5	-1	4
O=S(=O)(Nc1nc2ccccc2[nH]1)c1ccc(Cl)cc1	-9	0	16	6	-8	-1.1	-1	10	3

Three consecutive entries from above:
Structure	DUSP1 inh	CatL block	C1s block	FXIa inh mix	Cdc25B inh	HTR1A agonist	Hsp90 inh	CatG inh	FXIIa inh mix
COc1ccc(-c2nc(CSCC(=O)NCc3ccco3)c(C)o2)cc1	40	9	-9	17	-8	-1.3	-2	3	9
CN1C(=O)CC(N2CCN(C(=O)CN3CCCC3)CC2)C1=O (configuration not stated)	5	5	-1	4	-1	-4.3	2	-2	11
COc1cccc(-n2c(SC)nnc2-c2c[nH]c3ccccc23)c1	6	/	-4	8	0	0.3	-2	-2	10

Continued:
Structure	DUSP1 inh	CatL block	C1s block	FXIa inh mix	Cdc25B inh	HTR1A agonist	Hsp90 inh	CatG inh	FXIIa inh mix
COc1ccccc1N1CCN(C(=O)c2cc3c(=O)n(C)c4ccccc4c3n2C)CC1	9	2	4	6	-3	3.0	-5	0	0
CC(C)(C)NC(=O)Nc1ccc2nccnc2c1	0	-100	-43	4	4	-1.8	-5	-5	3
CN(C)/C=N/c1ncnc2c1cnn2-c1ccc(C(F)(F)F)cn1	-6	13	14	-3	-2	-0.2	0	5	9
Nc1nnc(SCCN2C(=O)c3ccccc3S2(=O)=O)s1	1	11	11	4	-11	-2.3	-1	7	-2
O=C(O)CC(c1ccc(Cl)cc1)N1C(=O)CCC1=O (configuration not stated)	6	0	-11	4	-16	-2.8	-3	8	6
Cc1nn2c(=O)cc(CSc3nc4ccccc4[nH]3)nc2s1	5	/	13	0	2	-1.1	0	12	0
COc1ccc(C2=NO[C@@H]3C(=O)N(c4ccc(C)cc4C)C(=O)[C@H]23)cc1OC	-6	1	2	5	0	-5.8	-4	-2	10
COc1ccc(S(=O)(=O)N(Cc2cc3ccc(OC)cc3[nH]c2=O)CC2COCCO2)cc1 (configuration not stated)	-4	-47	-53	-14	-12	-1.2	0	-23	6
CCOC(=O)c1ccc(NC(=O)C2CCCN(S(=O)(=O)c3cnc[nH]3)C2)cc1 (configuration not stated)	-2	/	-22	7	-15	-1.7	0	1	15
CCN1CCN(C(=O)C2CCN(S(=O)(=O)c3cccc4cccnc34)CC2)CC1	-2	7	-14	0	-8	-0.1	-3	6	3

Later entries
Structure	DUSP1 inh	CatL block	C1s block	FXIa inh mix	Cdc25B inh	HTR1A agonist	Hsp90 inh	CatG inh	FXIIa inh mix
Cc1ccc(C(=O)CSc2nnc(COc3cc(C)cc(C)c3)o2)cc1	-8	12	-27	2	-20	-2.7	-1	0	7
COc1cc(NC(=O)c2cc(-c3cccs3)on2)cc(OC)c1OC	29	22	-16	-14	-10	-0.5	-4	-4	-15
CCOC(=O)c1c(NC(=O)c2cccs2)sc(C)c1CC	-4	-15	-75	-16	-5	1.7	-5	-8	0
CCc1nc(NCCc2ccccn2)c2nnn(Cc3ccccc3F)c2n1	10	14	6	2	-2	4.9	-2	6	7
CN(C)S(=O)(=O)NC(c1ccccc1)c1ccccc1	-12	9	0	16	-9	-3.7	0	22	5
CCOc1ccc2c(c1)n(CO)c(=S)n2CO	-11	0	0	6	10	-1.5	-1	3	-14
Cc1occc1C(=O)NC(C)C1CCCO1 (configuration not stated)	23	-7	19	7	3	0.7	-10	12	-4
Cc1cccc(N2CCN(C(=O)Cn3sc4nc(C)cc(C)c4c3=O)CC2C)c1 (configuration not stated)	9	/	-20	1	-7	-0.9	-2	-4	9
COc1ccccc1C1CC(=O)NC(SCC(=O)Nc2ccccc2)=C1C#N (configuration not stated)	-5	2	11	7	-11	1.7	-1	7	6
O=C(CSc1nnc(-c2cccs2)o1)c1cccs1	0	3	-3	5	0	0.1	-1	-1	5

Further records.
Structure	DUSP1 inh	CatL block	C1s block	FXIa inh mix	Cdc25B inh	HTR1A agonist	Hsp90 inh	CatG inh	FXIIa inh mix
COc1cc(OC)c(OC)cc1CNc1cc(C)ccc1OC	-1	/	-52	-3	-11	-0.4	0	-4	0
Cc1[nH]nc2c1C1(CCC(c3ccccc3)CC1)C(C#N)=C(N)O2 (configuration not stated)	17	-1	-11	27	-7	-3.3	-11	12	5
O=C(O)c1ccc2c(c1)C(=O)N(Cc1ccccc1)C2=O	0	-4	-20	-1	6	-2.1	0	14	1
Cc1ccc(S(=O)(=O)c2n[nH]n3c2nc(=O)c2ccccc23)cc1	-7	-4	-8	9	-8	-0.1	-6	-3	6
C=CCNC(=O)c1ccccc1NC(=O)c1ccccc1	0	17	14	6	-3	-2.8	2	10	-16
Cc1nc2cc(NC(=O)N3c4ccccc4CC3C)ccc2o1 (configuration not stated)	-6	-1	1	3	-7	0.9	-16	-1	-17
COc1cccc(NC(=O)COC(=O)c2cccnc2)c1	-1	-5	-47	4	12	0.3	-2	-3	8
COn1c(SC2CCCCC2)nc2ccccc2c1=O	-18	1	/	/	4	0.1	-3	/	/
CCOC(=O)CSc1nc2cc(OCC)ccc2cc1C#N	6	-10	11	6	5	-3.7	-13	11	-18
CC(C)N=C1SCC(C)(/C=N/O)S1 (configuration not stated)	21	-12	12	5	10	-5.0	1	5	12

Continuation:
Structure	DUSP1 inh	CatL block	C1s block	FXIa inh mix	Cdc25B inh	HTR1A agonist	Hsp90 inh	CatG inh	FXIIa inh mix
CCc1c(O)nc(SCC(=O)NCc2ccco2)[nH]c1=O	6	-12	11	7	-11	-1.0	-2	11	2
O=C(O)Cn1c(CC(=O)N2CCCC2)nc2ccccc21	-2	-9	-9	1	-6	1.7	2	-1	2
COc1ccc(CCNC(=O)C2CCCN(c3nn4c(=O)cc(C)nc4s3)C2)cc1OC (configuration not stated)	-4	4	3	9	-14	0.1	-1	4	0
CCS(=O)(=O)NCC(c1cccnc1)N1CCN(c2ccccc2F)CC1 (configuration not stated)	7	-12	-2	6	-11	-2.4	-2	11	0
CCCCN1C[C@H](O)[C@@H](O)[C@H](O)[C@H]1CO	-17	-10	3	8	-15	1.1	-3	3	3
Cc1cc(C)cc(N2C(=O)N(c3ccccc3C)C3CS(=O)(=O)CC32)c1 (configuration not stated)	8	7	-29	9	-1	-1.7	0	13	1
COC(=O)CSc1nnc(CNc2ccc(OC)cc2)n1C	29	14	0	11	7	-2.3	17	2	2
CCN(CC)S(=O)(=O)c1ccc(S(=O)(=O)Nc2ccc(C(=O)N3CCCC3)cc2)cc1	-3	14	4	-5	4	2.3	-2	-17	-20
Cc1ccc(-n2nc(C(=O)N3CCN(C)CC3)c3c4ccccc4n(C)c3c2=O)cc1	5	-4	-6	4	-8	-2.3	1	5	11
Nc1nnc(-c2ccc(F)cc2)s1	-3	/	13	3	-6	0.5	-2	12	2

Next section.
Structure	DUSP1 inh	CatL block	C1s block	FXIa inh mix	Cdc25B inh	HTR1A agonist	Hsp90 inh	CatG inh	FXIIa inh mix
COc1ccc(OC)c(NC(=O)c2cc(-c3cc(Cl)ccc3O)n[nH]2)c1	21	11	17	6	2	-2.4	4	10	9
CC(=O)[C@H]1CC[C@H]2[C@@H]3CCC4=CC(=O)CC[C@]4(C)[C@H]3[C@H](O)C[C@]12C	-11	-2	-13	6	-2	-1.4	-4	-11	-2
CCCCC(=O)Nc1ccc(NC(=O)C(C)C)cn1	-4	5	-10	-2	-13	-1.8	0	8	10
COc1ccc(CC(=O)OCC(=O)Nc2ncc(Cl)cc2Cl)cc1	11	5	-48	-4	6	-2.9	-9	3	-2
O=C(CSc1ccc2nnc(-c3cccc(F)c3)n2n1)NCC1CCCO1 (configuration not stated)	14	9	8	3	-6	-2.4	-2	8	0
COc1cc2c(cc1OC)-c1cc(OCc3cccnc3)nc(=O)n1CC2	2	-55	-80	-36	-9	1.2	-7	-34	9
COc1ccc(C(=O)N2CC(=O)N(CCc3ccccc3)C(=O)C2)cc1OC	20	6	-14	3	-4	-1.7	-2	0	-1
Cc1ccc(Cc2cncc(O)c2)cc1S(=O)(=O)O	1	2	2	24	6	-1.2	-2	39	2
CC(C)CCC(C(=O)O)C(C)CC(=O)NC1CCCCC1 (configuration not stated)	-2	8	7	9	-32	-2.4	-2	9	-6
COC(=O)c1cnn(-c2ccc(C)c(C)c2)c1-n1cccc1	22	-10	-29	-9	-8	-0.1	-11	-2	6

New compounds follow.
Structure	DUSP1 inh	CatL block	C1s block	FXIa inh mix	Cdc25B inh	HTR1A agonist	Hsp90 inh	CatG inh	FXIIa inh mix
Cc1cc(C)n(CCn2nc(C)cc2C)n1	24	8	-28	-2	-7	-3.3	-1	3	-2
O=C(CN(Cc1ccco1)C(=O)Cn1nnc(-c2cccs2)n1)NCc1ccccc1	-7	10	10	16	3	0.4	-2	9	6
O=C(NC1CCCCCC1)C1c2ccccc2C(=O)N1Cc1ccco1 (configuration not stated)	-3	7	17	5	-8	-0.4	-5	16	-15
Cc1nc2sccn2c1-c1csc(NCc2ccccc2)n1	8	3	8	0	-12	-0.2	-1	1	-3
O=C(O)CCCC(=O)Nc1cccc(-c2nc3ccccc3[nH]2)c1	-15	/	/	/	-14	-1.1	-5	/	/
CC(C)(C)NC(=O)c1ccc(COCC(F)(F)F)o1	11	9	16	3	-1	-1.3	-1	9	0
Cc1cc(N2CCCCC2)nc(SCC(=O)c2ccccc2)n1	-17	11	-9	5	-22	2.8	1	-32	1
CCOC(=O)C1C(=O)CC(C)(O)C(C(=O)OCC)C1c1ccccc1OC (configuration not stated)	12	9	-3	5	-11	-5.6	-1	-6	11
O=C1C(=O)N(CCN2CCOCC2)C(c2ccccn2)/C1=C(/O)c1ccc(Cl)cc1 (configuration not stated)	-11	13	4	8	2	0.7	-1	3	6
CCSc1nc(N2CCOCC2)c2c(c1C#N)CCCC2	-24	30	-38	-9	-17	7.7	-1	4	12

Other structures
Structure	DUSP1 inh	CatL block	C1s block	FXIa inh mix	Cdc25B inh	HTR1A agonist	Hsp90 inh	CatG inh	FXIIa inh mix
O=C(NCCN1CCOCC1)c1cc(-c2ccccc2)on1	-14	23	8	-3	-13	-1.7	5	11	-7
CCOC(=O)c1cnc2c(C(F)(F)F)cccc2c1N1CCOCC1	-9	11	-29	8	-7	1.4	-6	0	4
COc1ccc(C(=O)COC(=O)CCn2nnc(-c3cccc(O)c3OC)n2)cc1	9	14	3	6	-13	-0.6	0	-1	3
CC(O)COc1ccc(/C(=N/O)c2ccccc2)cc1 (configuration not stated)	0	-2	-35	4	-6	-0.9	-2	-9	6
CC1(C)Cc2c(C#N)c(SCC(=O)c3ccccc3)nc(N3CCOCC3)c2CO1	5	15	1	5	-13	4.5	3	-2	-12
CSC1=NCCN1C(=O)Cc1ccc(Cl)cc1	8	-5	-7	2	-9	-3.6	-3	5	5
O=C(Nc1ccccc1F)c1ccncc1	-5	19	0	6	1	-1.7	-3	1	7
C=CCn1c(SCC(=O)c2cc(C)n(C(C)COC)c2C)nc2sc(C)c(C)c2c1=O (configuration not stated)	29	0	-6	0	-3	-0.8	-2	-3	-4
